# TNAP inh noacc – TNAP (human) inhibition, acceptor-free conditions; P05186; 200,000 compounds, 0.26% hits; inhibition, % at 20 µM; purified TNAP, CDP-star luminescence, 30 min;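 active means tissue-nonspecific alkaline phosphatase inhibition above about 50% at 20 µM in the single-dose screen, limit read from the data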;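 further: 0% = DMSO negative control and 100% = EDTA positive control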
# Diaphorase act – activates diaphorase or chemically reduces, flagging diaphorase assay artifacts; activation factor at 20 µM; 190,000 compounds, 0.005% hits; Diaphorase/resazurin coupled assay, resorufin fluorescence, 16 min; stronger effect = higher value; 1 = vehicle wells, 0 = NADH-free wells;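 active means diaphorase activity raised at least twofold by the compound at 20 µM; inactive means activation factor below 2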
#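 Material: Clostridium kluyveri diaphorase, purified enzyme; Quantity: enzyme 0.07 U/mL final; Medium: HEPES pH 7.4 buffer with MgCl2 and Tween 20; Dosing: single compound dose of 20 µM, 1% DMSO final; Schedule: 16 min reaction at room temperature; Measured by: red resorufin fluorescence at 544/590 nm excitation/emission.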
# PMI act – phosphomannose isomerase (human) activation; P34949; purified human PMI, coupled resazurin fluorescence, 20 min; stronger effect = higher value; 1 = vehicle control, 0 substrate-free wells; activation factor at 20 µM; 190,000 compounds, 0.005% hits;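 active means activation factor of 2 or more at 20 µM, relative to plate controls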
# Target sequence (P34949 whole entry, looked up): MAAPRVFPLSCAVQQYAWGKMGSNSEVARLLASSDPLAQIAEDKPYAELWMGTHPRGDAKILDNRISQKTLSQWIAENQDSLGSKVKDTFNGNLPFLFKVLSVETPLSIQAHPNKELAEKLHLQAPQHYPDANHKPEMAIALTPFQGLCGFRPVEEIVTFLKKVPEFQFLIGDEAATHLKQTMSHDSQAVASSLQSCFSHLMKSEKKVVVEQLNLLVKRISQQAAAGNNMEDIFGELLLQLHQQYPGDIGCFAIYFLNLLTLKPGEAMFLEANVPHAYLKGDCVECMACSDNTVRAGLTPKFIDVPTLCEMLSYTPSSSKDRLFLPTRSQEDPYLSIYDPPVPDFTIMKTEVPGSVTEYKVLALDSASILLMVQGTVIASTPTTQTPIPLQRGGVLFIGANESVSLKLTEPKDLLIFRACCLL
# G6PDH CS – counter-screen for G6PDH assay hits: L. mesenteroides G6PDH inhibition; Purified L. mesenteroides G6PDH, diaphorase/resazurin coupled fluorescence, 45 min; inhibition, % at 5 µM; 200,000 compounds, 0.12% hits; in the data active means inhibition above about 50%
# Efa HMGR inh – E. faecalis class II HMG-CoA reductase inhibition; 190,000 compounds, 0.41% hits; inhibition, % at 10 µM; purified E. faecalis HMGR, NADPH absorbance 340 nm kinetic; AID 1066;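 active means inhibition above a set limit, the median over all tested compounds plus 3 SD, cut at about 9.5% in these data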;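 further: enzyme runs in reverse so mevalonate oxidation gives rising NADPH absorbance; 0% = complete reaction with DMSO and 100% = background rate lacking mevalonate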
# TNAP act hi DEA – increases human TNAP activity under high phosphate acceptor concentration | P05186 | purified TNAP, CDP-star luminescence, 1 M DEA, 30 min; stronger effect = higher value; 0 = EDTA background, 1 = DMSO-only activity | activation factor at 20 µM | 200,000 tested, under 10 active;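 active means activation factor at least 2 at 20 µM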
#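 Control set: EDTA negative control, DMSO positive control / Assay system: human TNAP / Quantity: TNAP 1/800 final / Evaluation: TNAP activation factor scaled between EDTA and DMSO control wells / Measured by: luminescent substrate turnover signal / Compound dosing: one dose, 20 µM / Times: 30 min enzyme reaction at room temperature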
# Diaphorase inh – diaphorase inhibition or chemical oxidation counter-screen; 190,000 compounds, 0.69% hits; inhibition, % at 20 µM; AID 1217; diaphorase resazurin-to-resorufin fluorescence, NADH, 16 min; bacterial (C. kluyveri) enzyme, not human;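 active means primary screen inhibition at 20 µM above a set limit, cut at about 50% in these data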;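 further: plate controls were DMSO with full reaction for no effect and wells lacking NADH for full effect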
#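 Test system: Clostridium kluyveri diaphorase enzyme / Quantity: diaphorase at 0.14 U/mL in enzyme working solution / Incubation: 16-min room-temperature incubation before reading / Benchmarks: NADH-free wells as positive control, DMSO-only neutral wells / Signal: resorufin fluorescence 544/590 nm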
# PMI act satM6P – increases human PMI activity with near-saturating mannose 6-phosphate | activation factor at 20 µM | 190,000 compounds, 0.34% hits | P34949 | coupled PMI enzyme assay, resazurin fluorescence, 20 min; stronger effect = higher value; 1 = untreated enzyme, 0 = substrate-free blank | AID 1216;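 active means activation factor of 2 or more at 20 µM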
#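 test system = human PMI in coupled enzyme assay | medium = HEPES-buffered pH 7.4 with magnesium and detergent | also added = 1.0 mM mannose-6-phosphate substrate with 0.22 mM NADP+ | compound = 20 µM single dose | times = 20 min incubation at room temperature | measured by = resorufin fluorescence (Ex 544/Em 590 nm) from resazurin via diaphorase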
# TNAP inh hiacc – inhibitors of human TNAP at high phosphate acceptor concentration; P05186; purified TNAP, CDP-star luminescence, 1 M DEA; inhibition, % at 20 µM; 200,000 compounds, 0.03% hits; AID 1135;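 active means over 50% inhibition of tissue-nonspecific alkaline phosphatase at 20 µM in the single-dose screen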;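 further: plate controls were DMSO wells for no effect and EDTA-quenched wells as full inhibition for full effect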
# FLuc stim CS – firefly luciferase counter-screen for stimulation assays; 200,000 tested, under 10 active; ATPlite luciferase biochemical, luminescence, 10 min; 0 = ATP-free wells, 1 = DMSO control; AID 1027; activation factor at 10 µM;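 active means luciferase activation factor, scaled between plate controls, of at least 2 with compound at 10 µM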
# Target sequence (P08659 whole entry, looked up): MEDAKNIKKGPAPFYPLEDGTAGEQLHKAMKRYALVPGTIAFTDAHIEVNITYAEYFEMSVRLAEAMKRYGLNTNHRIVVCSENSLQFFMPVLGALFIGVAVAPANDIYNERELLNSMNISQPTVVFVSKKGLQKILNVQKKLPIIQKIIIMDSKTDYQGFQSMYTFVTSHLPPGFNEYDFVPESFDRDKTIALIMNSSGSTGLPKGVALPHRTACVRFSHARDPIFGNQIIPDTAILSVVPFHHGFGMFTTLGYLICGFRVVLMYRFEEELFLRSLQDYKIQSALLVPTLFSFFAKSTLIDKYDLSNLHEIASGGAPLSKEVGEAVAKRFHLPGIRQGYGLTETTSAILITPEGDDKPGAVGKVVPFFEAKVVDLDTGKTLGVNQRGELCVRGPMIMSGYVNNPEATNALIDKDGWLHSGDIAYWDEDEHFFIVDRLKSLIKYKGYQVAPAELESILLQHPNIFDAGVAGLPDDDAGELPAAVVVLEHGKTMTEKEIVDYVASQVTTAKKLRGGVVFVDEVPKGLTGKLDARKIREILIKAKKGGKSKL
#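 Material: Luciferase/luciferin reagent mix | Doses: Test compounds dosed from 2 mM stocks in 100% DMSO | Timing: 10 min incubation after luciferase reagent addition, room temperature | Measured by: Luminescence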
# Active calls of the source: *; / = no result given. Compounds were not picked by outcome; about 1.7% have a hit in one of these screens.
SMILES,TNAP inh noacc,Diaphorase act,PMI act,G6PDH CS,Efa HMGR inh,TNAP act hi DEA,Diaphorase inh,PMI act satM6P,TNAP inh hiacc,FLuc stim CS
CC(C)n1c(/N=C/c2c[nH]c3ccccc23)nc2ccccc21,-1,0.8,0.9,-3,-4,1,22,0.9,0,0.7
CCCNC(=O)Cn1nc(C(F)(F)F)cc1C,-8,/,/,11,-2,1,/,/,1,1
COc1cc(-c2n[nH]c(=S)n2-c2ccc(C)cc2)cc(OC)c1OC,-3,1,0.9,20,1,1.1,5,1,-8,0.8
CCOc1ccc(NC(=O)CNC(=O)COc2ccccc2)cc1,-16,0.9,1,4,-8,1,7,1.1,1,1
CCc1cc(C(=O)O)c(NC(=O)c2cc(OC)c(OC)c(OC)c2)s1,-10,0.9,0.9,2,-5,1,9,0.9,-3,1
Cc1ccc(O)c(-c2cc(-c3ccccc3[N+](=O)[O-])[nH]n2)c1,-127,0.8,0.8,-23,-7,1,23,0.9,-3,1
O=C(Cc1ccsc1)Nc1ccc(S(=O)(=O)C(F)F)cc1,-8,1,1.1,2,-4,1,0,1.1,2,0.9
Cc1cc(CN2CCCCC2)oc1C(=O)O,-1,0.9,1,2,-4,1,9,1.1,-2,1.1
Cc1ccc(S(=O)(=O)Nc2ccc(NC(=O)c3cccnc3)cc2)cc1,-3,1,0.9,17,-3,1,-2,1,0,1
COc1cc(CNc2cccc(C(=O)O)c2)cc(Br)c1OCC(=O)NC(C)(C)C,-3,0.9,1.2,24,4,1.1,7,0.9,-5,1

# Looked up by structure from the entries so far, 2 records:
SMILES,TNAP inh noacc,Diaphorase act,PMI act,G6PDH CS,Efa HMGR inh,TNAP act hi DEA,Diaphorase inh,PMI act satM6P,TNAP inh hiacc,FLuc stim CS
Cc1ccc(S(=O)(=O)Nc2ccc(NC(=O)c3cccnc3)cc2)cc1,-3,1,0.9,17,-3,1,-2,1,0,1
COc1cc(-c2n[nH]c(=S)n2-c2ccc(C)cc2)cc(OC)c1OC,-3,1,0.9,20,1,1.1,5,1,-8,0.8

# (listing goes on)
SMILES,TNAP inh noacc,Diaphorase act,PMI act,G6PDH CS,Efa HMGR inh,TNAP act hi DEA,Diaphorase inh,PMI act satM6P,TNAP inh hiacc,FLuc stim CS
COc1cc(OC)c(NS(=O)(=O)c2cc(C(=O)OC(C)C(=O)NC3CC3)c(Cl)cc2Cl)cc1Cl (stereo not drawn),-1,0.9,1,12,0,1,11,0.9,-4,1.1
CC(=O)C1=C(C)NC(SCC(N)=O)=C(C#N)C1c1ccco1 (stereo not drawn),-1,1,1.3,0,1,1,3,1.3,3,1
O=C(Nc1nc2c(s1)CCCC2)c1nn(Cc2ccccc2)c(=O)c2ccccc12,0,0.9,1,-2,-4,1.1,7,1,-6,1.1
COc1ccc(CCNC2CCN(C)CC2)cc1OC,-10,0.9,0.9,9,-2,1.1,7,0.8,-9,1
Cc1ccc(-c2noc(CCC(=O)Nc3ccccc3C)n2)cc1,-11,0.8,1,10,0,1.1,17,0.9,-9,1.1
Cc1ccc(N2C(=O)CS(=O)C(c3ccccc3)C2=O)cc1C (stereo not drawn),-9,1,1,3,4,1,0,1.4,-2,1
COC(=O)CCCCC1SCC(NC(=O)c2ccccc2)C1=O (stereo not drawn),-8,0.9,1,3,-7,1,8,1,0,1
CCn1c2ccc(F)cc2c2nc3ccccc3nc21,0,0.8,0.9,7,1,1,22,0.9,-1,1
CCOc1ccc(-c2nc(N)ncc2-c2ccccc2)c(O)c1,-8,0.8,0.9,4,-5,1,16,0.9,0,1
O=C(CN1C(=O)c2ccccc2S1(=O)=O)NCCSC1CCCCC1,-7,0.9,0.9,-3,-3,1,6,1,2,1.1
CC(=O)NS(=O)(=O)c1ccc(NC(=O)/C=C/c2ccccc2)cc1,-3,1.2,1.2,8,-3,1,-20,1.2,-3,0.9
COc1ccccc1NC(=O)c1ccc(-n2cccn2)nc1,-2,0.9,1,8,1,1,13,1,-1,1
CN(C)CC/C=C1/c2cc(F)ccc2CSc2ccc(F)cc21,-11,0.9,1,9,-1,1,14,1,-3,1.1
COc1ccc(NCc2nnc(SCC(=O)Nc3cc(C(F)(F)F)ccc3Cl)o2)cc1,-3,0.8,0.7,8,0,0.9,18,0.9,7,0.9
Cc1ccc(-n2nc(C)c(C3C(C#N)=C(N)OC4=C3C(=O)CC(C)(C)C4)c2Cl)cc1 (stereo not drawn),-6,0.9,1,5,/,1,15,1,0,1.1
Cc1ccc(Nc2nc3c([nH]2)c(=O)n(C)c(=O)n3C)cc1,-2,0.8,0.8,1,-2,1,16,0.9,-1,1
COC(=O)c1ccc(NC(=O)Cn2nnc3ccccc32)cc1,-13,0.9,0.9,-9,0,1,14,1,-5,1
N#Cc1sc(NCc2ccccc2)nc1Cl,-6,0.9,1,6,-4,1.1,6,1.1,-6,1
O=C(CCN1CCCCCC1)Nc1ccc2c(c1)OCCO2,5,0.9,0.9,4,-4,1,8,0.9,3,1
CC/C(=N\NC(=O)C1CC1)c1cccc(Cl)c1,-10,0.9,1.1,0,2,1,11,1,-4,1.1

# Some of these compounds in order of the PMI act value, low to high.
Molecule	PMI act
O=C(CN1C(=O)c2ccccc2S1(=O)=O)NCCSC1CCCCC1	0.9
COc1ccccc1NC(=O)c1ccc(-n2cccn2)nc1	1
CC(=O)NS(=O)(=O)c1ccc(NC(=O)/C=C/c2ccccc2)cc1	1.2

# A few values from the entries so far.
# N#Cc1sc(NCc2ccccc2)nc1Cl in Diaphorase act: 0.9
# CC(=O)NS(=O)(=O)c1ccc(NC(=O)/C=C/c2ccccc2)cc1 in PMI act: 1.2

# Other records
SMILES,TNAP inh noacc,Diaphorase act,PMI act,G6PDH CS,Efa HMGR inh,TNAP act hi DEA,Diaphorase inh,PMI act satM6P,TNAP inh hiacc,FLuc stim CS
O=C(NC(c1ccccc1)c1ccccc1)N1CCOCC1,-8,1,1.1,2,-2,1,-2,1.1,-1,1.1
Cc1ccc(S(=O)(=O)c2c(N)n(C)c3nc4ccccc4nc23)cc1,-13,0.8,0.9,5,-6,1.1,22,0.9,-5,1.1
Cc1ccccc1NCc1nnc2n1CCCCC2,-8,1.1,1.1,5,-9,1,-7,1,-1,1
O=C(c1cccs1)N1CCN(C/C=C/c2ccccc2)CC1,-2,0.9,0.8,6,0,1,6,0.9,-4,1
CCCCC(=O)NC(=S)NNC(=O)CC,-20,0.7,0.7,4,-2,1,30,0.9,-2,1.1
CCOC(=O)c1ccc(NCc2ccc(N(C)C)cc2)cc1,-14,0.8,1,1,-2,1.1,17,1,-7,1.1
COc1cccc(CN(C)c2nc(-c3cccs3)nc3ccccc23)c1,-11,0.9,0.8,12,-6,1,12,0.9,4,1
CC(Cc1cccs1)NC(=O)Nc1cccc(Cl)c1 (stereo not drawn),-6,1,1,9,-5,1.1,-3,1.1,-12,1
O=C(c1sc2ccccc2c1Cl)N1CCN(c2ncccn2)CC1,-4,0.8,1,-2,-2,1,17,1,-4,1.1
COC(=O)c1c(C)oc2ccc(NS(=O)(=O)c3cc(OC)ccc3OC)cc12,-10,0.7,0.7,-21,2,1,29,0.8,-2,1.1
CCOc1ccc(C(=O)N2CCCC2)cc1OC,-7,0.9,0.9,34,2,1,8,0.9,1,1
COc1cccc(Cn2c(=O)c3ccccc3n3nc(C)cc23)c1,-4,0.9,0.9,14,-4,1,13,1,-1,1
Cc1ccccc1NC(=O)c1c([N+](=O)[O-])c(C(C)(C)C)nn1C,2,0.9,0.9,-5,-3,1,7,0.9,4,1
CCc1ccc(NC(=O)c2ccc(F)c(S(=O)(=O)N(CC)c3ccccc3)c2)cc1,-5,0.9,0.8,-12,-1,1,15,0.9,3,1
Cc1ccc(S(=O)(=O)N(C(=O)c2ccncc2)c2ccc(OC(=O)c3ccncc3)cc2)cc1,-12,0.8,1.2,0,-5,1,15,1.1,2,1.1
O=C(COC(=O)CC1CC2CCC1C2)Nc1ccc(F)cc1 (stereo not drawn),-8,1,1,0,-5,1,-2,1.1,-4,1
COc1ccc(C(=O)Nc2ccc(Cl)c(Cl)c2)c(OC)n1,-18,0.9,1,-46,-3,1.1,11,1,-9,0.9
COc1ccc(S(=O)(=O)N2CCCCCC2)cc1NC(=O)Cc1cc(OC)c(OC)c(OC)c1,-17,0.9,0.9,12,1,1,13,0.9,0,1.1
Cc1ccc(C2=C/C(=C/c3cccnc3)C(=O)O2)c(C)c1,-2,0.8,0.9,10,-4,1,17,1,0,0.8
COc1ccccc1C(=O)O/N=C(/c1ccncc1)c1ccc([N+](=O)[O-])cc1,-75,0.9,0.8,1,4,1,13,1.1,-4,1.1
COc1ccc(Cl)cc1C(=O)Nc1cccc(-c2ccc3nncn3n2)c1,-7,1.1,0.9,11,-2,1,-13,1,-1,1
OCCCNCc1ccc(-c2ccccc2)cc1,-8,0.9,0.9,12,-10,1,9,1,-3,1
O=C(Cn1nc(-c2ccc3c(c2)OCCO3)ccc1=O)Nc1cccc(NC(=O)c2ccccn2)c1,-8,1,1,-2,-6,1,-4,0.9,-3,1
CC(C)SCc1nc2ccccc2[nH]1,-5,1,1,4,-5,1,-2,1,1,1
O=C(N/C(=C/c1ccc(Br)cc1)C(=O)N1CCOCC1)c1cccs1,-2,1.2,1,18,1,1.1,-16,1,-6,1
Cc1noc(C)c1Cn1nc(C(=O)O)c2ccccc2c1=O,-15,0.9,1,2,-5,1.1,11,1,-7,1.1
CCS(=O)(=O)Nc1cccc(C2=NN(S(=O)(=O)c3ccc(F)cc3)C(c3cccs3)C2)c1 (stereo not drawn),-5,0.8,0.8,13,1,1,19,0.9,-3,1

# Single records, from the list above:
# `O=C(Cn1nc(-c2ccc3c(c2)OCCO3)ccc1=O)Nc1cccc(NC(=O)c2ccccn2)c1` in the list: TNAP inh noacc: -8; Diaphorase act: 1; PMI act: 1; G6PDH CS: -2; Efa HMGR inh: -6; TNAP act hi DEA: 1; Diaphorase inh: -4; PMI act satM6P: 0.9; TNAP inh hiacc: -3; FLuc stim CS: 1
# `O=C(N/C(=C/c1ccc(Br)cc1)C(=O)N1CCOCC1)c1cccs1` in the list: TNAP inh noacc: -2; Diaphorase act: 1.2; PMI act: 1; G6PDH CS: 18; Efa HMGR inh: 1; TNAP act hi DEA: 1.1; Diaphorase inh: -16; PMI act satM6P: 1; TNAP inh hiacc: -6; FLuc stim CS: 1

# Screening data from PubChem BioAssay.
